Screening results deposited in PubChem by several laboratories.
PfHsp40 yeast: rescue of PfHsp40-mediated yeast toxicity; growth rescue, % at 12.5 µM; AID 504582; 0.68% of 340,000 active; S. cerevisiae expressing PfHsp40, growth rescue, ATP luminescence; in the data active = growth rescue above about 28%, passing the limit was not always enough;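 also: yeast W303a lacking pdr1 and pdr3 grown in galactose medium; growth measured after three days at 30 °C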
Y pestis TopoI: Y. pestis Topo-I inhibition via cleavage products | Y. pestis Topo-I cleavage product accumulation, plate reader | activity, % at 10 µM | 0.064% of 360,000 active; in the data active = activity above about 50%, passing the limit was not always enough; also: inactives centre near 2
SSB-PriA inh: inhibitors of Klebsiella pneumoniae PriA binding to SSB C-terminal tail | AlphaScreen SSBct-PriA binding, biotinylated peptide | inhibition, % at 33 µM | 0.6% of 430,000 active | AID 1272365; in the data active = inhibition mostly above about 37%, no sharp cut-off; inactive = mostly below about 20%;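 also: plate controls were negative control peptide for no effect and reference peptide for full effect; strong numbers were not always called active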
Anthrax LF inh2: anthrax lethal factor protease inhibition | 0.12% of 360,000 active | inhibition, % at 10 µM | P15917 | multiplex microsphere protease cleavage assay, LF; also: plate controls were buffer without enzyme for full effect and enzyme alone for no effect
Vc quorum ag: induces V. cholerae light production without autoinducers | V. cholerae BH1578 lux reporter, luminescence, 6 h | 0.16% of 350,000 active | activation, % at 18.7 µM; in the data active = activation mostly above about 9.7%, no sharp cut-off; also: not every result past the cut was called active; inactives centre near 0; reference of the scale not given here
PrPC surface inh: inhibitors of human cell surface prion protein PrPC | P04156 | TR-FRET read-out | inhibition, % at 13.8 µM | 0.43% of 370,000 active; in the data active = inhibition above about 24%; also: 0% = median of the test wells and 100% = reference compound wells
SARS 3CLpro inh: SARS-CoV 3CLpro protease inhibition; recombinant SARS-CoV 3CLpro, quenched FRET peptide cleavage; inhibition, % at 6 µM; 0.14% of 290,000 active; AID 1706; in the data active = inhibition above about 12%
TcdB inh: blocks C. difficile toxin B glycohydrolase activity | P18177 | AID 652162 | 0.24% of 350,000 active | TcdB glycohydrolase enzymatic assay, plate reader | inhibition, % at 9.99 µM; in the data active = inhibition above about 10%
Target sequence (P18177 whole entry, looked up): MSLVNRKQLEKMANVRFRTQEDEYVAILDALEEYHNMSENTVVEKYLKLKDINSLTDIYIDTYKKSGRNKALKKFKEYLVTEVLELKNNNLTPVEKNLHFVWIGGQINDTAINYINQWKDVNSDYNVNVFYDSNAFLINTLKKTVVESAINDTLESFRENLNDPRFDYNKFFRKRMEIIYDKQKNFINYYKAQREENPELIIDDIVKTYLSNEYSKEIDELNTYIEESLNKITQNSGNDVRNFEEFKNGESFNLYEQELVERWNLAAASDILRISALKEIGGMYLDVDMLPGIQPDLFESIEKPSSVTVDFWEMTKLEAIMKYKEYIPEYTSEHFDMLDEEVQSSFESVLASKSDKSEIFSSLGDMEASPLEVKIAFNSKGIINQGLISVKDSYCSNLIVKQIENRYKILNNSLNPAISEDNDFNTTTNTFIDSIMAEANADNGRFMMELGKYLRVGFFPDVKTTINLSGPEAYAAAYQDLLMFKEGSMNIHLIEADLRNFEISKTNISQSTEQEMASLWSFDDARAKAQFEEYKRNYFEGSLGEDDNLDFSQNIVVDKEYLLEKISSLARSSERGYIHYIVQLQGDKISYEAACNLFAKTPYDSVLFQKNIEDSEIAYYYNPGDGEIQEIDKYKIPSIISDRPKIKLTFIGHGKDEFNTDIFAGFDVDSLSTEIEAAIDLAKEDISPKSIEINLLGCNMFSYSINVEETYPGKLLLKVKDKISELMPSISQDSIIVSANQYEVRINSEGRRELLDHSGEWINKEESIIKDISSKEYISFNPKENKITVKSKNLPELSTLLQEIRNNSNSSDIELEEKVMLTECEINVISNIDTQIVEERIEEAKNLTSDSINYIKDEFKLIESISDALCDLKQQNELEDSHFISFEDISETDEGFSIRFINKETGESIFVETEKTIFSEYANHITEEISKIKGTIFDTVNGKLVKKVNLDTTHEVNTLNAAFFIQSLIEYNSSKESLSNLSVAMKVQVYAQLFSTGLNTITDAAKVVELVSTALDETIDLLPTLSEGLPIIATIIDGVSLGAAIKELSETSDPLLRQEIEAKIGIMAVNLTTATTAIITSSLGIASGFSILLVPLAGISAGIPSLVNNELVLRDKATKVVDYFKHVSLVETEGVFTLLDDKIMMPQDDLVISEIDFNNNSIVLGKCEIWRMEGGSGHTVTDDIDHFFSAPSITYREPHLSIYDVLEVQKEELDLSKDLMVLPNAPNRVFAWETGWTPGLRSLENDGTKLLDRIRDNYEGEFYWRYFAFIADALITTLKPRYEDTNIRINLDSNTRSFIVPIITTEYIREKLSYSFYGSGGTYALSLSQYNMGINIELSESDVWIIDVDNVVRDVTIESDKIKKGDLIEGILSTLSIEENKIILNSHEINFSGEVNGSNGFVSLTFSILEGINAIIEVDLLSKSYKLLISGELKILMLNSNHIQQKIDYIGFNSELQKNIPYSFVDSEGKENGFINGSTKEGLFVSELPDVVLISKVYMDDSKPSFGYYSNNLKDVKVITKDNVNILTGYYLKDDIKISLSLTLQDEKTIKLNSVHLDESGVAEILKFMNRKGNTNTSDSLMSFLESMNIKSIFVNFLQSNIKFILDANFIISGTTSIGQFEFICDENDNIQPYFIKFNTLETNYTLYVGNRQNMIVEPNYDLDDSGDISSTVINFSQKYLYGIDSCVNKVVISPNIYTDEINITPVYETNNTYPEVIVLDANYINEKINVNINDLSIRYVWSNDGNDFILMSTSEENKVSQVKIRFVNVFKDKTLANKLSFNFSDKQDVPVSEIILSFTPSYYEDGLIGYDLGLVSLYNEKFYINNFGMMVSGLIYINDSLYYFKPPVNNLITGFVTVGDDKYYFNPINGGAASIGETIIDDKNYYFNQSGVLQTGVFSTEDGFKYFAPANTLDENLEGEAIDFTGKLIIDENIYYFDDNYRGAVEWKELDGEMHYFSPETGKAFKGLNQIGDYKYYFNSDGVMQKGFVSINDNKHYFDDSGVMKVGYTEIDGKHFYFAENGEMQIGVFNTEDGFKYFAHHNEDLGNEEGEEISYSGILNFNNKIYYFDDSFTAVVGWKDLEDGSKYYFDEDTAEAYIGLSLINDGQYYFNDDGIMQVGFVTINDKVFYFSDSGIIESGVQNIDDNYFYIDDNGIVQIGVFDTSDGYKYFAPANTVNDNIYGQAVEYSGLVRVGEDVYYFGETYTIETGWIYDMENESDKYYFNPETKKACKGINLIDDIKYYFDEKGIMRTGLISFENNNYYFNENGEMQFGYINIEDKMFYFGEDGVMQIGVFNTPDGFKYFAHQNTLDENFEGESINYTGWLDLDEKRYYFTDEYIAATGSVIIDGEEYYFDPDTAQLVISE
BoNT-A LC inh2: BoNT A light chain protease inhibition | multiplex microsphere protease substrate cleavage, flow cytometry | inhibition, % at 10 µM | 0.17% of 360,000 active | AID 588499; also: plate controls were buffer without enzyme for full effect and enzyme alone for no effect
Starred values were filed as active, the others as inactive; i = inactive; · = not tested or not shown; & = joins results of further samples. Rule as the data show it, unless noted: active = inhibition above about 30%; inconclusive = no clear call, values can overlap the other calls; inactive = below that. Not all compounds are listed; rates above refer to the full screens.

(1) COCCN(C(=O)c1ccc2c(c1)C(=O)N(c1ccccc1Cl)C2=O)c1c(N)n(CC(C)C)c(=O)[nH]c1=O
(2) O=C1N=C(O)CN1/N=C/c1ccc(-c2ccc([N+](=O)[O-])cc2)o1
(3) CC1(C(=O)NCCc2ccccc2)Cc2c(-c3ccc(C(N)=O)cc3)ccnc2O1 (stereo not drawn)
(4) O=C1CSC(c2ccccc2Br)N1c1ccc(Cl)cn1 (stereo not drawn)
(5) COc1ccccc1CNc1nc2cc(-c3ccccc3C)sc2c(=O)n1C
(6) Cc1ccc2c(c1)/C(=C/c1ccccc1)C(=O)N2
screen / no.,1,2,3,4,5,6
PfHsp40 yeast,0.5,-1.8,·,4.2,·,2.7
Y pestis TopoI,-1,-7,-5,8,0,14
SSB-PriA inh,3,·,·,-20,·,4
Anthrax LF inh2,-3,8,5,-2,-3,7
Vc quorum ag,-0.9,i,i,i,-0.1,-0.9
PrPC surface inh,-2,-47,3,7,1,1
SARS 3CLpro inh,·,·,·,5,·,5
TcdB inh,-0.2,0.3,-0.7,1.2,0.1,1.2
BoNT-A LC inh2,-0.3,0.8,-0.1,0.2,-0.5,1.2

(7) O=C(CCC(=O)c1ccccc1)NCc1cccc(C(F)(F)F)c1
(8) CCN(CC)C(=O)CSc1nc(O)c(Cc2ccccc2)c(=O)n1-c1ccc(C)cc1
(9) CCCCCC(=O)Nc1cccc(S(=O)(=O)NC2=NCCCCC2)c1
(10) O=C(OCC(=O)c1c[nH]c2ccccc12)c1cc2ccccc2cc1O
(11) O=C(COC(=O)c1ccc([N+](=O)[O-])o1)NC1CCS(=O)(=O)C1 (stereo not drawn)
(12) Cc1ccc(C(=O)N2N=C(c3cccc(NS(C)(=O)=O)c3)CC2c2cccs2)cc1 (stereo not drawn)
screen / no.,7,8,9,10,11,12
PfHsp40 yeast,1.8,-0.3,-1.9,1.0,-0.5,0.5
Y pestis TopoI,6,-4,5,17,1,6
SSB-PriA inh,1,-2,-6,1,-18,-2
Anthrax LF inh2,-7,-16,0,2,1,2
Vc quorum ag,i,i,-2.9,-0.2,-0.2,-0.7
PrPC surface inh,-3,2,-8,-12,-21,5
SARS 3CLpro inh,·,2,·,-7,3,0
TcdB inh,-2.0,-0.2,0.1,·,-1.0,0.5
BoNT-A LC inh2,-0.3,-3.4,-0.9,2.5,-0.5,-1.4

(13) CC(=O)Nc1ccc2nc(CN3CCN(CC(C)C)C(CCO)C3)ccc2c1 (stereo not drawn)
(14) CSCC[C@H](NC(=O)[C@H](Cc1ccccc1)n1c(=O)[nH]c2ccccc2c1=O)C(=O)NCC1CCC(C(=O)O)CC1 (stereo partly drawn)
(15) O=C(CCN1CCN(c2ccccc2F)CC1)Nc1cccc(F)c1
(16) CC(C)c1ccc(CNc2ccc(N3CCOCC3)cc2)cc1
(17) Cc1csc(NC(=O)c2ccc(C)c(S(=O)(=O)N3CCOCC3)c2)n1
(18) CC(C)n1nnnc1C1c2ccccc2C(=O)N1CCCn1ccnc1 (stereo not drawn)
screen / no.,13,14,15,16,17,18
PfHsp40 yeast,-0.1,0.5,-0.1,-1.7,·,·
Y pestis TopoI,-11,5,3,41,·,·
SSB-PriA inh,-9,-6,0,-6,29,·
Anthrax LF inh2,-2,-5,-20,-5,·,-3
Vc quorum ag,-0.5,-0.4,i,i,·,·
PrPC surface inh,-4,0,2,-14,-5,-1
SARS 3CLpro inh,-1,4,-2,0,3,·
TcdB inh,1.7,3.9,-0.4,·,0.8,-0.8
BoNT-A LC inh2,0.8,0.2,-4.0,0.1,·,-0.4

The last 4 compounds of the section above open the next one.
(15) O=C(CCN1CCN(c2ccccc2F)CC1)Nc1cccc(F)c1
(16) CC(C)c1ccc(CNc2ccc(N3CCOCC3)cc2)cc1
(17) Cc1csc(NC(=O)c2ccc(C)c(S(=O)(=O)N3CCOCC3)c2)n1
(18) CC(C)n1nnnc1C1c2ccccc2C(=O)N1CCCn1ccnc1 (stereo not drawn)
(19) CC(C)C[C@@H]1COc2cccc(N(C)CCO)c2S(=O)(=O)N1
(20) CN(C(=O)c1c(Cl)cnn1C)C12CC3CC(CC(C3)C1)C2
(21) CNC(C)C(=O)NC(C(=O)N1CCCC1C(=O)Nc1ccc2ncccc2c1)C(C)C (stereo not drawn)
(22) Cc1cc(SCC(N)=O)nc(SCC(=O)c2ccccc2)n1
(23) CCSc1nnc(SCC(=O)c2c(N)n(C)c(=O)n(C)c2=O)s1
(24) NC(N)=NS(=O)(=O)c1ccc(NC(=S)NC(=O)c2ccccc2)cc1
screen / no.,15,16,17,18,19,20,21,22,23,24
PfHsp40 yeast,-0.1,-1.7,·,·,·,0.8,-0.3,2.0,-2.6,5.6
Y pestis TopoI,3,41,·,·,·,-2,-5,-3,15,6
SSB-PriA inh,0,-6,29,·,·,-12,-5,-7,-13,2
Anthrax LF inh2,-20,-5,·,-3,-2,-1,-3,0,3,-17
Vc quorum ag,i,i,·,·,·,-0.6,i,·,i,2.3
PrPC surface inh,2,-14,-5,-1,-3,3,-1,1,-1,-6
SARS 3CLpro inh,-2,0,3,·,·,-2,·,-4,·,-1
TcdB inh,-0.4,·,0.8,-0.8,0.1,·,2.5,·,1.6,0.6
BoNT-A LC inh2,-4.0,0.1,·,-0.4,-0.3,0.0,-0.1,-0.5,-6.7,-1.4

(25) Cc1ccc(C)c(Cn2cnc3c(cnn3C(C)(C)C)c2=O)c1
(26) O=S(=O)(NCc1ccccc1Cl)c1ccc(-n2cccn2)cc1
(27) CN(C)c1ccc(C(C(=O)NC(C)(C)C)N(C(=O)c2csnn2)C2CC2)cc1 (stereo not drawn)
(28) Cn1c(=O)c2c(nc(CN3CCN(C(=O)c4ccco4)CC3)n2Cc2ccccc2)n(C)c1=O
(29) Cc1cc(N2CCOCC2)nc(SCC(=O)OCc2ccccc2)n1
(30) Cc1ccc(S(=O)(=O)N(CC(=O)Nc2cccc([N+](=O)[O-])c2)Cc2ccc(Cl)cc2)cc1
screen / no.,25,26,27,28,29,30
PfHsp40 yeast,2.2,-1.2,1.4,-1.0,-0.1,3.9
Y pestis TopoI,12,17,-7,16,6,6
SSB-PriA inh,-32,-6,-27,-24,-3,19
Anthrax LF inh2,0,-1,5,3,-3,-1
Vc quorum ag,·,-0.4,-0.2,-5.0,-2.1,-0.2
PrPC surface inh,3,-6,7,0,2,6
SARS 3CLpro inh,3,3,-2,3,-5,3
TcdB inh,·,2.6,·,·,1.6,·
BoNT-A LC inh2,-0.2,-1.2,-2.7,-0.3,-0.4,0.0

(31) NC(=O)C1CCN(c2cc(Cl)ccc2[N+](=O)[O-])CC1
(32) COc1ccc(-c2cc(=O)oc3cc(OC(C)C(=O)NCCCn4ccnc4)ccc23)cc1 (stereo not drawn)
(33) c1cn(CCCNc2ncnc3nc[nH]c23)cn1
(34) CN(C)C(=O)CCc1ccc2c3c([nH]c2c1)[C@]1(CCC2CCCC2)[C@@H](C(=O)N2CCOCC2)C[C@H](CC(=O)NCCCn2ccnc2)C(=O)N1CC3
(35) CC(C)C(c1nnnn1Cc1ccco1)N1CCN(c2nc3ccccc3s2)CC1 (stereo not drawn)
(36) O=C(NCc1cccnc1)C1CCN(S(=O)(=O)c2cccnc2)CC1
screen / no.,31,32,33,34,35,36
PfHsp40 yeast,-1.7,1.8,2.2,-0.1,1.1,0.0
Y pestis TopoI,-1,17,2,10,5,-7
SSB-PriA inh,-13,-1,-1&-16,0,-1,-9
Anthrax LF inh2,-5,5,4,-3,-9,4
Vc quorum ag,-0.7,-0.8,-0.2,i,-0.3,i
PrPC surface inh,-22,-21,-4,-1,-7,3
SARS 3CLpro inh,-2,-3,-2,·,-5,-5
TcdB inh,0.2,-4.5,-0.2,1.2,·,·
BoNT-A LC inh2,-5.8,-0.9,-0.6,-0.1,-0.7,-0.3

Entries of single compounds, quoted from the list. Screens in order: PfHsp40 yeast, Y pestis TopoI, SSB-PriA inh, Anthrax LF inh2, Vc quorum ag, PrPC surface inh, SARS 3CLpro inh, TcdB inh, BoNT-A LC inh2
O=C(OCC(=O)c1c[nH]c2ccccc12)c1cc2ccccc2cc1O across the screens: 1.0, 17, 1, 2, -0.2, -12, -7, ·, 2.5
CNC(C)C(=O)NC(C(=O)N1CCCC1C(=O)Nc1ccc2ncccc2c1)C(C)C (stereo not drawn) across the screens: -0.3, -5, -5, -3, i, -1, ·, 2.5, -0.1
CN(C)C(=O)CCc1ccc2c3c([nH]c2c1)[C@]1(CCC2CCCC2)[C@@H](C(=O)N2CCOCC2)C[C@H](CC(=O)NCCCn2ccnc2)C(=O)N1CC3 across the screens: -0.1, 10, 0, -3, i, -1, ·, 1.2, -0.1

The list continues:
(37) Cc1ccc(Cl)cc1N(C)C(=O)Cn1ncc2c([nH]c3ccccc32)c1=O
(38) Cc1c(NC(=O)CSc2nc3c(cnn3-c3ccccc3)c(=O)[nH]2)c(=O)n(-c2ccccc2)n1C
(39) Cc1cc(O)ccc1-c1cc(C(=O)NCc2cc(C(F)(F)F)cc(C(F)(F)F)c2)[nH]n1
(40) NCC1CCN(c2nc3ccccc3c3c2CCCC3)CC1
(41) Cc1ccc2nc(N3CCOCC3)c(C=O)c(=O)n2c1
(42) COc1ccc(NS(=O)(=O)c2ccc(C(=O)N(C)Cc3cccs3)cc2)cc1
screen / no.,37,38,39,40,41,42
PfHsp40 yeast,-1.5,-0.2,·,0.1,0.5,1.0
Y pestis TopoI,19,0,-28,0,3,-10
SSB-PriA inh,-3,-6,·,-3,5,5
Anthrax LF inh2,0,-3,0,-11,-1,3
Vc quorum ag,-0.2,-0.4,-1.3,i,i,i
PrPC surface inh,6,-5,11,3,-2,11
SARS 3CLpro inh,5,1,·,·,-1,·
TcdB inh,1.4,0.0,1.0,0.2,0.6,1.0
BoNT-A LC inh2,0.0,-0.1,-0.1,0.4,-0.3,-3.4

(43) CCN1C(=O)[C@H]2[C@@H](c3ccc(C)cc3)N[C@]3(CCCN(Cc4ccc(C)cc4)C3=O)[C@H]2C1=O
(44) O=C(Nc1ccc(S(=O)(=O)Nc2ccccc2)cc1)C1CC1
(45) CC(C)(C)c1[nH]nc2c1C(c1ccco1)C(C#N)=C(N)O2 (stereo not drawn)
(46) COc1ccc2c(c1)[C@H]1[C@H](CO2)[C@H](c2ccccc2)[C@@]2(C)C(=O)N[C@H](C)C(=O)N12
(47) Cc1onc(-c2c(Cl)cccc2Cl)c1C(=O)NC(=S)Nc1sc2c(c1C(N)=O)CCC(C)C2 (stereo not drawn)
(48) Cc1csc2c(N3CCN(C(=O)c4ccc(C(C)(C)C)cc4)CC3)ncnc12
screen / no.,43,44,45,46,47,48
PfHsp40 yeast,·,1.3,0.2,-0.3,-1.6,2.6
Y pestis TopoI,9,-2,-2,-3,2,46
SSB-PriA inh,·,-4,6,-3,-10,-3
Anthrax LF inh2,-2,2,-1,-3,-1,-6
Vc quorum ag,-2.4,i,i,-0.4,-0.4,-0.3
PrPC surface inh,2,9,7,-3,-6,-1
SARS 3CLpro inh,·,0,0,·,-1,2
TcdB inh,1.2,1.1,-0.3,0.8,-0.1,1.0
BoNT-A LC inh2,-0.6,-0.2,-1.0,-0.5,1.2,0.1

(49) Cc1ccc(NC(=O)COC(=O)/C=C/c2ccccc2)cc1S(=O)(=O)N1CCOCC1
(50) O=C1CCCCC1C(=O)c1cn(-c2ccc(Cl)c(Cl)c2)nn1 (stereo not drawn)
(51) CC(NC(=O)Nc1ccc([N+](=O)[O-])cc1)C(c1cccs1)N1CCCC1 (stereo not drawn)
(52) CCOc1ccc(Cl)cc1-c1cc(C(=O)Nc2ccc(OC)cc2OC)[nH]n1
(53) O=C(NC1CC1)c1cc(-c2ccccn2)nc2ccccc12
(54) O=C1NC(=O)C(=Cc2ccc3ccccc3c2)C(=O)N1
(55) CCOC(=O)NC1(NC2CCCCC2)Oc2ccccc2O1
(56) CCOC(=O)c1cc(C#N)c(SCC(=O)OC)[nH]c1=O
screen / no.,49,50,51,52,53,54,55,56
PfHsp40 yeast,0.2,1.3,-0.7,·,-0.1,-1.6,-0.6,0.5
Y pestis TopoI,-6,0,-6,5,1,10,6,6
SSB-PriA inh,-9,-4,2,·,-7,-7,2,-1
Anthrax LF inh2,-1,-1,0,-8,0,1,-4,6
Vc quorum ag,i,i,-0.2,i,-0.4,-0.6,i,i
PrPC surface inh,-1,6,-11,13,-5,-6,-5,10
SARS 3CLpro inh,5,0,0,·,1,-2,-2,3
TcdB inh,0.8,-1.8,1.4,1.4,·,0.9,0.9,0.8
BoNT-A LC inh2,-0.9,0.2,0.4,0.2,0.2,0.5,-0.6,-0.9
